USP2a block = blocks human ubiquitin-specific protease USP2a. Potency, µM (top dose mostly 38.3 µM), without a hit: top-dose activity change, negative = inhibition, most hits filed as inhibitors. AID 463254. USP2 core, Ub-CHOP2 coupled fluorogenic reporter, 485/531. 330,000 tested, 0.01% active. O75604;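 further: potency means the concentration at half of the fitted maximal effect; plate controls were DMSO wells for no effect and full inhibition by NEM control for full effect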
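Deubiquitinase activity read as fluorescence (485/531 nm) after Ub-CHOP2 cleavage activates the enterokinase reporter on its substrate; USP2 core 10nM, Ub-CHOP2 and substrate 25nM each, 30min compound preincubation then 60min RT; data normalized to NEM, curves fitted.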
uPA surface inh = cell surface uPA generation inhibition; 330,000 tested, 0.31% active; cell surface uPA generation assay, qHTS; Potency, µM (titrated, usually from 38.3 µM), for the others: at the highest dose activity change, negative = inhibition, actives largely listed as inhibitors; active means well fitted inhibition curve with a large enough effect; inconclusive means small, poorly fitted or top-dose-only effect; inactive means no such curve, though single readings can be large or run the other way; tested in mouse RAW 264.7 cells; further: potency means the concentration at half of the fitted maximal effect; on the % scale 0 is the no-effect control and ±100 the full control effect; nearly all actives have a fitted effect of over 55% in size
a7 integrin act = activates integrin-mediated alleviation for muscular dystrophy | AID 624291 | alpha7betagal myoblasts, beta-gal FDG fluorescence, 48 h | Potency, µM (highest dose often 38.3 µM), for inactives: at the top dose activation, most hits filed as activators | 350,000 tested, 0.064% active;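 further: potency means the concentration at half of the fitted maximal effect; 100% = response of the positive control SU9516; nearly all actives have a fitted effect of over 60% in size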
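Alpha7betagal+/- myoblasts (passage 13) were plated 16-24 hr, then exposed to compounds (1:260 dilution of DMSO stock) for 48 hours at 37C. After MPER lysis, β-galactosidase reporter activity was read as FDG fluorescence (ex 480/em 540) after 30 minutes.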
ELG1 genotoxic = induces genotoxicity in HEK293T cells with luciferase-tagged ELG1; 330,000 tested, 1.3% active; AID 504466; Potency, µM (series often up to 46 µM), inactives show at the highest dose activity change, positive = activation, most hits filed as activators; HEK293T ELG1-luciferase reporter, luminescence, 16 h; further: potency means the concentration at half of the fitted maximal effect; % of control where 0% means no effect; nearly all actives have a fitted effect of over 60% in size
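Reporter readout depends on ELG1 protein level, which increases with genetic stress. After 16 hr compound exposure at 37 °C, luciferase activity was quantified using ONE-Glo.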
p53 reactivator = re-activators of mutant p53 | H1299 p53-A138V BP100-luciferase reporter, luminescence, 24 h | Potency, µM (doses to about 92.2 µM), inactives show at the highest dose activity change, positive = activation, hits mostly activators | 320,000 tested, 0.063% active | AID 504706; further: potency means the concentration at half of the fitted maximal effect; % of control where 0% means no effect; nearly all actives have a fitted effect of over 45% in size
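H1299 (p53-null), stable ts p53-A138V + BP100-Luc; 1000 cells/well, Opti-MEM/10% FBS; cpd 4 pt, 1:5; 24 h, 37 deg C, 5% CO2; detection reagent 10 min RT; luminescence.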
Eya2 phos inh = blocks the phosphatase activity of human Eya2; O00167; recombinant Eya2, OMFP fluorescence dephosphorylation (OMFP is methylfluorescein phosphate); Potency, µM (highest dose often 76.9 µM), without a hit: top-dose activity, negative = inhibition, hits mostly inhibitors; 330,000 tested, 0.006% active; AID 488837; further: potency means the concentration at half of the fitted maximal effect; on the % scale 0 is the no-effect control and ±100 the full control effect
Target sequence (O00167 whole entry, looked up): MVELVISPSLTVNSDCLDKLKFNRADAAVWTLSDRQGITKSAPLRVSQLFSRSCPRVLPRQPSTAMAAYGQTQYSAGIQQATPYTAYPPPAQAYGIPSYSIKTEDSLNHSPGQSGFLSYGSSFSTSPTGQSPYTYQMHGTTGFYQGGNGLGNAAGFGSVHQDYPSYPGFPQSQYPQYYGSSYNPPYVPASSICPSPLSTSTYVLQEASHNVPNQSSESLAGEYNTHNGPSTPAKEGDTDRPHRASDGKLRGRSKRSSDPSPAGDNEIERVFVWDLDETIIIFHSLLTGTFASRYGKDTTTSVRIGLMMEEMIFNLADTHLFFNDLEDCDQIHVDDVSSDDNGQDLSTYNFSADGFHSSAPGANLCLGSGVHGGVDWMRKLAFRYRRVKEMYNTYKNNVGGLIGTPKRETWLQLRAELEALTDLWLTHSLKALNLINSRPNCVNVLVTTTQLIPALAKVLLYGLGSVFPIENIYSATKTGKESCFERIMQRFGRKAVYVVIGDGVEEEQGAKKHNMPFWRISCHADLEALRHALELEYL
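Eya2 protein (added as 0.2 uM solution) was preincubated with compound for 10 min at ambient temperature in 50 mM HEPES pH 7.5, 50 mM NaCl, 5 uM MgCl2, 0.05% BSA, 1 mM DTT. OMFP (added at 50 uM) then reacted 10 min; fluorescence read at 485/525 nm.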
B2AR arrestin = beta2AR (human) beta-arrestin recruitment activity. 330,000 tested, 0.02% active. beta-arrestin recruitment to beta2AR, cell-based reporter. Potency, µM (highest dose often 46.1 µM), for inactives: at the top dose activation, usual class: activators;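 further: potency means the concentration at half of the fitted maximal effect; 0% = DMSO controls and full agonism = EC100 isoproterenol or metaproterenol; nearly all actives have a fitted effect of over 65% in size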
Target sequence (P07550 whole entry, looked up): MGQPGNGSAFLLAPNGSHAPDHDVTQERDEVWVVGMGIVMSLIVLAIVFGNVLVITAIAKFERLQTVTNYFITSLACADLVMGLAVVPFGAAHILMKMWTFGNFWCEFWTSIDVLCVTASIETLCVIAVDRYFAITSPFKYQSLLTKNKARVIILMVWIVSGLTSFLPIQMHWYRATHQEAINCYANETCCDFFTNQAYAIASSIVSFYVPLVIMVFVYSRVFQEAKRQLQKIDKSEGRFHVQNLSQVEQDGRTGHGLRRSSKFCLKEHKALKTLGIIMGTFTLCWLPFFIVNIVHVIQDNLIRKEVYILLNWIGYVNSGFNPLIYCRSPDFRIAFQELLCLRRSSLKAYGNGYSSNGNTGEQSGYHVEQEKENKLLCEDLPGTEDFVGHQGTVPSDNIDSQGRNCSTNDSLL
PTAP TSG101 blk = blocks PTAP/TSG101 interaction to inhibit HIV-1 budding; Fluorescence polarization, FITC-PTAP peptide / Tsg101 binding; Potency, µM (highest dose often 115 µM), for inactives: at the top dose activity change, negative = inhibition, hits mostly inhibitors; 340,000 tested, under 10 active; AID 493005; active means well fitted inhibition curve with a large enough effect in the main read-out, with a control signal flat, not every such curve was filed as active; inconclusive means small, poorly fitted or top-dose-only effect, or effect the other way, or a change in a side signal; inactive means no such curve, though single readings can be large or run the other way; further: potency means the concentration at half of the fitted maximal effect; % of control where 0% means no effect
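Steps: Tsg101 binding domain dispensed (10 uM final), compounds pinned in DMSO, FITC-labeled PTAP-motif peptide added (50 nM final); after 20 min binding at room temperature, polarization measured.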
BRCA1 expr up = increases BRCA1 expression. AID 624202. Potency, µM (doses to about 46.1 µM), without a hit: at the top dose activation, actives largely listed as activators. 380,000 tested, 1.1% active. MCF7-BRCA1-FFLuc reporter, luminescence, 48 h; response scale: scaled: vehicle 0%, 10 µM genistein 100%; further: potency means the concentration at half of the fitted maximal effect; nearly all actives have a fitted effect of over 80% in size; some results filed as inactive show a strong effect at the top dose
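Quantitative HTS in MCF7 cells stably reporting BRCA1 expression via firefly luciferase. Compound treatment lasts 48 h at 37 °C in phenol-red free MEM. Activation is expressed relative to genistein at 10 microM and DMSO.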
ASM inhibitor = human S-ASM enzyme inhibition. P17405. placental ASM, HMU-PC fluorogenic substrate, 60 min. Potency, µM (series often up to 57.5 µM), inactives show at the highest dose activity change, negative = inhibition, actives largely listed as inhibitors. 340,000 tested, 0.006% active. AID 504937; further: potency means the concentration at half of the fitted maximal effect
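Fluorescence read-out (Ex 386 nm, Em 447 nm) after stopping the reaction at pH 10. Enzyme: ASM from human placenta; substrate HMU-PC0, 9 uM final; 60 min, 37 °C. Compound preincubation 10 min, ambient temperature.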
TRPV1 ag = activates the human vanilloid receptor TRPV1. Q8NER1. TRPV1-expressing cells, Fluo-8 calcium influx, agonist mode. 320,000 tested, 0.19% active. AID 540275. activation, % at 8.33 µM; in the data active means activation above about 80%; inconclusive means between about 30% and that limit; further: 0% is about no effect
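Fluo-8 calcium influx in TRPV1-expressing cells, kinetic read (ex 480/em 520 nm). Compound added and read 3 min for agonist activity, followed by capsaicin at EC20 final and 2 min further read for enhancement.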
Starred values were filed as active, the others as inactive; ? = inconclusive; . = no result given; & = joins results of further samples; [ ] = dose if it differs, or a comment. Unless noted, the call rests on the fitted dose curve; in most records, active means well fitted curve in the direction sought with a large enough effect; inconclusive means small, poorly fitted or top-dose-only effect, or another doubt; inactive means no such curve, though single readings can be large; an effect the other way counts as inactive or inconclusive. Random draw from the library. Share with any hit: about 2.6%.

SMILES | USP2a block | uPA surface inh | a7 integrin act | ELG1 genotoxic | p53 reactivator | Eya2 phos inh | B2AR arrestin | PTAP TSG101 blk | BRCA1 expr up | ASM inhibitor | TRPV1 ag
Cc1ccccc1-n1c(N)cc(=O)[nH]c1=S | 1% | 1% | 16% | 1% | -6% | -10% | -0.3% | -1% | 0% | 0% | 1
O=CN1CCN(CC(O)Cn2c3ccccc3c3ccccc32)CC1 (configuration not stated) | 3% | -23% | 11% | -2% | . | -6% | -0.7% | -1% | -14% | 2% | -1
O=C(c1ccc(NC2=NC3CS(=O)(=O)CC3S2)cc1)N1CCc2ccccc2C1 (configuration not stated) | 1% | 14% | 28% | 0% | 4% | 16% | -0.1% | 2% | 21% | -7% | 5
COc1cc(/C=C/C(=O)OCC(=O)N2CCN(S(=O)(=O)c3ccc(C)cc3C)CC2)ccc1OC(F)F | . | 18% | ? | . | . | . | . | -3% | -8% | -1% | .
CCOC(=O)CSc1nn(C)c(=S)s1 | 1% | 5% | 6% | 0% | 1% | 18% | -0.1% | -1% | -8% | 2% | 2
Oc1ccc(CCc2n[nH]c(=S)n2-c2ccc(F)cc2)cc1 | 0% | 19% | 5% | -1% | -6% | ? | 0.1% | -3% | -5% | 0% | 0
CNC(=O)c1ccc(OC2CSC2)cc1 | . | -4% | 12% | . | . | . | . | -5% | 33% | -1% | 3
COc1ccc(CN(C(=O)c2cc(=O)c3ccccc3o2)C2CCS(=O)(=O)C2)cc1OC (configuration not stated) | 0% | 5% | -32% | 1% | 6% | -1% | 0.0% | 2% | -12% | 1% | -1
O=C(COC(=O)c1ccccc1NC(=O)c1ccco1)NCC1CCCCC1 | 5% | -1% | 13% | 7% | 6% | 5% | -0.1% | 0% | -1% | 3% | 26
c1ccc(OCCOCCN2CCN(C(c3ccccc3)c3ccccc3)CC2)cc1 | -5% | 0% | -45% | -9% | 16% | -6% | -0.9% | -1% | -39% | -1% | 26
CCOC(=O)c1oc2ccc(/C=N/O)c(Cl)c2c1C | -5% | -7% | 9% | ? | 7% | -6% | 0.1% | 0% | 7.1µM* | -13% | 0
Cc1cccn2c(=O)c(C=O)c(N3CCCCC3)nc12 | -1% | 0% | 11% | 1% | 4% | ? | 0.0% | 1% | 0% | 2% | 15
NNC(=O)C(=O)Nc1ccc(O)cc1 | -1% | ? | 3% | 13% | 8% | 0% | -0.2% | -2% | 34% | -2% | .
NC(=O)c1nsc(C(=O)N(Cc2ccco2)C(C(=O)NC2CCCC2)c2ccc(O)cc2)c1N (configuration not stated) | 1% | -8% | 16% | -3% | 4% | -8% | -0.5% | -5% | -29% | 33%[activator] | 0
O=[N+]([O-])c1ccc(S(=O)(=O)NCC(c2cccnc2)N2CCOCC2)cc1 (configuration not stated) | 0% | 12% | 12% | 0% | 1% | -3% | -0.1% | 1% | -4% | -3% | 3
CN(C(=O)c1ccc(NC(=O)Cc2cccc(NC(=O)C3CCCN(C(=O)C4CCCC4)C3)c2)cc1)C1CCCC1 (configuration not stated) | 4% | 13% | -21% | -2% | 2% | -13% | 2.6% | . | -2% | -3% | 1
Cn1c(=O)n(C)c2cc(N3CCCCC3)c(NC(=O)c3cccc(Cl)c3)cc21 | 3% | 0% | -16% | -2% | 3% | 8% | -0.3% | 1% | 0% | -1% | 0
CNS(=O)(=O)c1ccc(NC(=O)C2CC(=O)N(c3ccc(Cl)cc3)C2)cc1 (configuration not stated) | -1% | 0% | 2% | 0% | -2% | 3% | 0.0% | -2% | 17% | -12% | 0
COc1ccc(OC)c(N(CC(=O)N2CCCC2)S(=O)(=O)c2ccc(C)cc2)c1 | 4% | -3% | -14% | 5% | -3% | 2% | -0.3% | 1% | -15% | 13% | 11
Cc1cc(C(=O)N/N=C2\CC(=O)CC(C)(C)C2)c2ccccc2n1 | -2% | 0% | -8% | -1% | 5% | -1% | 0.0% | -4% | -1% | 3% | -1
N/C(=N\OC(=O)CCCN1C(=O)c2ccccc2C1=O)c1ccc(Cl)cc1 | 6% | 3% | 14% | 0% | 0% | 6% | -1.1% | 3% | -25% | -3% | 15
Cc1ccc(Cl)cc1N1CCN(S(=O)(=O)N2CCCCC2)CC1 | 1% | -2% | 17% | -9% | 0% | -5% | -0.4% | 0% | -28% | 3% | ?
COc1ccc(Cl)cc1C(=O)NNC(=O)c1cccc([N+](=O)[O-])c1 | -4% | -11% | 1% | ? | -1% | -4% | 0.2% | -9% | 2% | -1% | -4
CCN(CC)CCNS(=O)(=O)c1ccc(OC)c(Br)c1 | 7% | -2% | 11% | -1% | 0% | 9% | 0.1% | 0% | 2% | 0% | 0
CCc1cccc(CC)c1NC(=O)CSc1nc2ccc(N3C(=O)C4C(C3=O)[C@H]3C=C[C@@H]4C3)cc2s1 (some centres not stated) | 2% | -2% | -21% | -6% | -5% | -1% | 0.3% | 0% | -48% | -2% | -8
CC(C)(C)C(=O)NC(=S)NNC(=O)c1ccc(-c2ccccc2)cc1 | -1% | ? | -49%[inhibitor] | ? | 1% | -9% | -0.3% | -1% | -79% | -7% | ?
CC(=O)c1c(C)[nH]c(C(=O)N2CCCC(C)C2)c1C (configuration not stated) | 2% | -8% | -8% | 8% | -2% | -3% | -0.6% | -3% | 0% | -1% | 3
NS(=O)(=O)c1ccc(CCNC(=O)COC(=O)CN2C(=O)C3CCCCC3C2=O)cc1 (configuration not stated) | 3% | 1% | -4% | 1% | -1% | 3% | -0.2% | -3% | -2% | 0% | -1
CCC1/C(=N\O)CC(c2ccco2)NC1c1ccco1 (configuration not stated) | 1% | 0% | 5% | -9% | 0% | ? | -0.3% | -5% | 0% | 0% | .
Cn1c(=O)cc(OCC(=O)N2CCN(c3ccccc3F)CC2)c2ccccc21 | 2% | 3% | ? | 5% | 3% | 0% | -0.2% | -6% | 2%&13% | -1% | -3
COc1ccc(C2(O)CCN(Cc3nnnn3Cc3ccc(C)cc3)CC2)cc1 | -1% | 6% | ? | 2% | 13% | 2% | 0.1% | -5% | -8% | -3% | 2
Cc1ccc[n+](CC(=O)Nc2ccc([N+](=O)[O-])cc2)c1 | 1% | ? | 0% | -7% | . | -6% | -0.7% | -2% | -54% | -8% | -1
COc1ccccc1N(C)S(=O)(=O)c1ccc(Cl)c(C(=O)Nc2ccccc2N2CCOCC2)c1 | . | 2% | -27% | . | . | . | . | -11% | -12% | 3% | .
Brc1ccc(CSc2nnc(-c3ccco3)o2)cc1 | -2% | -7% | 11% | 18% | ? | -1% | -0.2% | 1% | ? | 1% | 17
CCCCc1nnc(NC(=O)CN2C(=O)c3ccccc3C2=O)s1 | 9% | 10% | 22% | 0% | -8% | -12% | -0.2% | 1% | -2% | -5% | 0
O=C(CCCOc1ccc(Cl)cc1Cl)NCCCO | -2% | -2% | -1% | 18% | -3% | 10% | -0.1% | 77%[activator] | 11% | 2% | ?
CC(=O)Nc1ccc(NC(=O)COC(=O)C2CCC(C(C)(C)C)CC2)cc1 (configuration not stated) | 1% | -2% | 9% | -1% | -6% | 1% | -1.0% | -1% | -5% | ? | .
CO/N=C(\N)c1ccc([N+](=O)[O-])cc1 | 3% | 2% | 3% | 0% | 1% | 0% | -1.2% | 0% | 25% | 1% | -2
COc1ccc2c(C)c(C)c(=O)oc2c1OC | 2% | -11% | -14% | 1% | -2% | 6% | 0.3% | -1% | -1% | -2% | 3
CC(=O)c1cccc(NC(=O)CN2CCc3cc4c(cc3C2C)OCCCO4)c1 (configuration not stated) | 4% | 3% | -60%[inhibitor] | -8% | 7% | 1% | 0.3% | 1% | -17% | 0% | 16
CCN(CC)C(=O)C12CC3CC(CC(Cl)(C3)C1)C2 | 4% | 3% | -4% | -1% | -15% | -13% | 5.8% | 0% | -3% | 7% | 7
CCc1nnc(NC(=O)CN2C(=O)c3ccccc3S2(=O)=O)s1 | 4% | -1% | 6% | 1% | 4% | -11% | 3.0% | -4% | -3% | 0% | 1
COc1ccc(-n2nnnc2CNC(=O)C2CC(=O)N(c3ccc(Cl)cc3)C2)cc1 (configuration not stated) | 1% | 2% | 26% | 6% | -6% | 7% | -0.1% | -5% | -13% | 0% | 1
COc1ccccc1C(O)(C(=O)NNc1cccc(C)c1)c1ccccc1OC | 5% | 1% | -9% | -2% | 16% | -4% | -0.5% | 0% | -5% | -1% | 3
